Screening results: PubChem, National Center for Advancing Translational Sciences (NCATS)
TRb-SRC2 inh: disrupts binding of human TR beta to SRC2 | TRbeta-SRC2 peptide binding, fluorescence polarization; receptor liganded with 1 µM T3 | Potency, µM (top dose mostly 106 µM), for the others: at the top dose activity change, negative = inhibition, most hits filed as inhibitors | actives 0.065% (n = 280,000) | AID 1469;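 further: plate controls were bound peptide for no effect and peptide without receptor for full effect; nearly all actives have a fitted effect of over 50% in size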
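Polarization signal, normalized between peptide-alone and full complex controls, measured compound effects on T3-liganded human TRb LBD (0.6 uM) binding 20 nM Texas Red SRC2 peptide after 5 hr.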
L3MBTL1 block: L3MBTL1 (human) inhibition; Q9Y468; AlphaScreen L3MBTL1–H3K9me1 peptide binding; Potency, µM (top dose mostly 57.1 µM), for inactives: at the top dose activity, negative = inhibition, usual class: inhibitors; actives 0.66% (n = 230,000); further: nearly all actives have a fitted effect of over 60% in size
Target sequence (Q9Y468 whole entry, looked up): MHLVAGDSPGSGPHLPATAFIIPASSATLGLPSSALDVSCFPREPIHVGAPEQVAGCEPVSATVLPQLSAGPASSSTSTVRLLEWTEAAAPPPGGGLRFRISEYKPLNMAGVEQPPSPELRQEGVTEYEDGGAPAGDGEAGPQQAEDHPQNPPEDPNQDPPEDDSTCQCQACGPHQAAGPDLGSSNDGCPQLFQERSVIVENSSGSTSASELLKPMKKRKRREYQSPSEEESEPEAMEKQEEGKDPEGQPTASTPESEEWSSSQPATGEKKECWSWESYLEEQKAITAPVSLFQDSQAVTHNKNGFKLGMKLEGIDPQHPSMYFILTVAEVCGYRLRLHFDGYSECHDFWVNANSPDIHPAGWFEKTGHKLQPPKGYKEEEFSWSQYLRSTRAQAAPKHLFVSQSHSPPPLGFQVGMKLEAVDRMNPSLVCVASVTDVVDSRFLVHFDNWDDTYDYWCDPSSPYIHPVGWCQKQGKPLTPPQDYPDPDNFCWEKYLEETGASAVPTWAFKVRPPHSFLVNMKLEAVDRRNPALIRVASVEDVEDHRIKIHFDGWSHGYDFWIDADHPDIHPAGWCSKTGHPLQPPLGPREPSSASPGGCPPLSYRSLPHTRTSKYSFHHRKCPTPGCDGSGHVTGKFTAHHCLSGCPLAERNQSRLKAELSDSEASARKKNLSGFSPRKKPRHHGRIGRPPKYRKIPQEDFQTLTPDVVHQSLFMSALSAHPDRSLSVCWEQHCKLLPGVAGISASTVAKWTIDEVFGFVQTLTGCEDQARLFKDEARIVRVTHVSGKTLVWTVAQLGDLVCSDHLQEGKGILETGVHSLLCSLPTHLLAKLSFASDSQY
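L3MBTL1 (50 nM) pre-complexed 30 min with biotinylated H3(1-15)K9me1 peptide (75 nM), then compounds added for 30 min at room temperature; AlphaScreen streptavidin donor/nickel chelate acceptor beads (10 ug/mL final) read after 30 min dark incubation.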
Tau fibril ThT: tau fibrillization inhibition (ThT binding); recombinant tau K18 P301L, heparin-induced fibrillization, ThT fluorescence; Potency, µM (doses to about 57.4 µM), without a hit: at the top dose activity, negative = inhibition, hits mostly inhibitors; P10636; AID 1460; actives 2.1% (n = 270,000); further: nearly all actives have a fitted effect of over 55% in size
Target sequence (P10636 561-689 P618L limits assumed): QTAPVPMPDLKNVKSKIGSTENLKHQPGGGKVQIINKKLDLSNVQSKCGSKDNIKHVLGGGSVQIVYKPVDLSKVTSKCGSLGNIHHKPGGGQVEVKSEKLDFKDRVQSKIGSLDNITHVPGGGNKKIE
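Using a mix of unlabeled (15 uM) and Alexa 594-labeled (0.24 uM) tau K18 P301L, heparin-triggered fibrillization over 6 hr at 37 C was scored by ThT fluorescence.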
TexasRed fluor: alters Texas Red total fluorescence, flagging assay interference. TRb/SRC2 Texas Red total fluorescence interference. actives 0.29% (n = 280,000). Potency, µM (highest dose often 106 µM), inactives show top-dose fluorescence change, negative = quenching; active means well fitted curve in either direction with a large enough effect; inconclusive means small, poorly fitted or top-dose-only effect
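Human TRb ligand-binding domain at 0.6 uM with 20 nM Texas Red SRC2 peptide in Tris buffer containing 1 uM T3 and 5% DMSO, incubated with compound 5 h at ambient temperature. Total fluorescence (555/632 nm) calculated as parallel + 2 × perpendicular.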
Tau FP inhib: tau fibrillization inhibition (FP); K18 P301L tau heparin fibrillization, Alexa594 FP, 6 h; P10636; actives 0.39% (n = 280,000); AID 1468; Potency, µM (titrated, usually from 57.7 µM), inactives show at the highest dose activity, negative = inhibition, actives largely listed as inhibitors; further: nearly all actives have a fitted effect of over 55% in size
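Quantitative HTS format: compounds meet 15 uM recombinant K18 P301L tau and Alexa 594-tau tracer in 100 mM sodium acetate pH 7; 20 uM heparin triggers fibrillization at 37 C over 6 hr; FP gives the signal.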
GoLoco inh red: blocks human Gai1 binding to RGS12 GoLoco peptide, red readout | AID 880 | Gai1:RGS12 GoLoco peptide FP, rhodamine, 10 min | actives 0.44% (n = 230,000) | P63096 | Potency, µM (doses to about 61.6 µM), for the others: top-dose activity, negative = inhibition, most hits filed as inhibitors; active means well fitted inhibition curve with a large enough effect, not every such curve was filed as active; inactive means no such curve, though single readings can be large or run the other way; further: nearly all actives have a fitted effect of over 30% in size; many of its hits are not listed in these tables
JMJD2E inh: inhibitors of human JMJD2E histone demethylase | B2RXH2 | JMJD2E catalytic domain, FDH-coupled NADH fluorescence (FDH is formaldehyde dehydrogenase) | Potency, µM (doses to about 57.1 µM), for inactives: at the highest dose activity change, negative = inhibition, usual class: inhibitors | actives 1.6% (n = 230,000); active means well fitted inhibition curve with a large enough effect, not every such curve was filed as active; inconclusive means small, poorly fitted or top-dose-only effect, or another doubt; inactive means no such curve, though single readings can be large or run the other way;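 further: 0% = wells with enzyme and -100% = buffer wells without enzyme; nearly all actives have a fitted effect of over 50% in size; many of its hits are not listed in these tables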
RECQ1 helicase: inhibitors of human RECQ1 DNA helicase; P46063; RECQ1 DNA unwinding, red fluorescence kinetic read; Potency, µM (highest dose often 57.3 µM), without a hit: at the highest dose activity, negative = inhibition, actives largely listed as inhibitors; actives 0.54% (n = 240,000); AID 2549;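 further: plate controls were vehicle for no effect and no enzyme for full effect; nearly all actives have a fitted effect of over 30% in size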
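RECQ1T1 50 nM; forked duplex (20 bp + 30-nt ss tails) 200 nM, ATP 2 mM final; pH 8.0, 2 mM MgCl2, 2.5 ug/ml poly(dI-dC); 15 min compound preincubation; discontinuous kinetic read over 2 h at RT.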
* hit, by the source's call; i = inactive; ? = inconclusive; nt = no result given; & = joins results of further samples; [ ] = another dose, or the depositor's remark. Unless noted, the call rests on the fitted dose curve; in most records, active means well fitted curve in the direction sought with a large enough effect; inconclusive means small, poorly fitted or top-dose-only effect, or another doubt; inactive means no such curve, though single readings can be large; an effect the other way counts as inactive or inconclusive. Unless noted, on the % scale 0 is the no-effect control and ±100 the full control effect; potency means the concentration at half of the fitted maximal effect.

SMILES,TRb-SRC2 inh,L3MBTL1 block,Tau fibril ThT,TexasRed fluor,Tau FP inhib,GoLoco inh red,JMJD2E inh,RECQ1 helicase
COc1cccc(Nc2ccc3cc(S(=O)(=O)N4CCC(C)CC4)ccc3n2)c1,-1%,nt,10%,-2%,?,nt,nt,nt
Cc1cccc(Nc2cc(C)nc(-n3nc(C)cc3C)n2)c1,0%,nt,-5%,-1%,6%,nt,nt,nt
O=C(Nc1ccc(S(=O)(=O)N2CCCC2)cc1)c1ccc(OCC2CCCO2)cc1 (centres undefined),2%,1%,-4%,-1%,4%,6%,-2%,i
C/C(=N\Nc1cc(N2CCOCC2)nc(C)n1)c1cccc([N+](=O)[O-])c1,-6%,2%,-2%,-1%,4%,7%,-4%,1%
O=C(Nc1ccccc1[N+](=O)[O-])c1cncc(Br)c1,-7%,nt,-10%,0%,-1%,-1%,-10%,-4%
CCn1c(S(=O)(=O)O)nc2ccccc21,7%,18%,-14%,0%,-5%,4%,-1%,i
CCSc1ncccc1-c1nc2ccccc2[nH]1,-7%,1%,-14%,-3%,-5%,10%,?,-3%
COCc1c(C#N)c(NCCc2ccc(F)cc2)nc(C)c1[N+](=O)[O-],2%,-15%,?,1%,-5%,6%,3%,-11%
CN(C)c1ccc(N=Nc2cccc3ccoc23)cc1,-2%,10µM*,1.4µM*,-4%,11%,14%[14.2 µM],-8%,0%
CCNC(=O)NC(=O)CSc1ccc2ccccc2c1,-8%,-10%,-8%,0%,-2%,-3%,-12%,-5%
CCOC(=O)c1c(-c2ccccc2)oc2ccc(NS(=O)(=O)c3ccc(C)cc3C)cc12,7%,nt,-10%,-2%,?,nt,nt,nt
CCN(CC)C(=O)C1CCN(S(=O)(=O)c2ccc3oc4ccccc4c3c2)CC1,-9%,-5%,-3%,-7%,-4%,-4%,?,-6%
O=C(Nc1nc(-c2ccncc2)cs1)c1ccc(F)cc1,0%,-1%,-4%,-5%,11%,-10%,2%,-5%
O=C1CC(c2ccc(F)cc2)c2c(n3c(nc4ccccc43)[nH]c2=O)N1 (centres undefined),-4%,nt,-3%,2%,5%,nt,nt,nt
O=C(NNC(=O)c1ccncc1)Nc1ccc([N+](=O)[O-])cc1,-7%,45%,4%,-9%,-2%,25%,-15%,10%
COCc1cc(=O)[nH]c(Nc2nc3ccccc3o2)n1,-2%,0%,-16%,-4%,-6%,13%,?,11%
COc1ccc(NC(=O)/C(C#N)=C/c2c(C)nn(-c3ccc(F)cc3)c2Cl)cc1Cl,-8%,31%,-3%,1%,-2%,11%,-3%,i
CCC(=O)N1CCN(c2nc3ccccc3s2)CC1,1%,nt,?,0%,-5%,4%,-1%,i
COc1ccc(-n2c(Cc3cccn3C)nnc2SCC(=O)Nc2ccc(Cl)cc2)cc1,11%,-17%,-5%,3%,-6%,174%[activator],-3%,-13%
COc1ccc(S(=O)(=O)N(C)CC(=O)Nc2ccccc2OC)cc1C,0%,5%,-3%,-2%,-2%,-7%,-1%,0%
COc1ccc(Nc2oc(-c3ccco3)nc2S(=O)(=O)c2ccc(F)cc2)cc1,2%,-7%,-18%,-12%,-2%,74%[activator],0%,-2%
CCc1nn(CC(=O)N2CCCCC2)c(=O)c2cc3occc3n12,5%,nt,5%,-1%,-2%,nt,nt,nt
CCOC(=O)CCc1c(C)c2ccc(OCc3cc([N+](=O)[O-])ccc3OC)c(C)c2oc1=O,-5%,-2%,-7%,-5%,4%,5%,-6%,i
CCN=c1sc(C(=O)NCCc2ccccc2)cc(=O)n1CC,10%,2%,?,1%,-7%,0%,6%,3%
COC(=O)C1=C(C)NC(C)=C([N+](=O)[O-])[C@H]1c1ccccc1C(F)(F)F,-5%,nt,?,0%,-9%,7%,4%,-1%
COc1ccc(F)cc1C(=O)C1CCCN(C(=O)C2=C(C)OCCO2)C1 (centres undefined),-9%,9%,1%,-2%,-2%,1%,-2%,-2%
CC(/C=N/N1CCN(c2ccccc2)CC1)=C\c1ccco1,-14%,-21%,?,-2%,2%,9%,-5%,-2%
COC(=O)c1sc(N(C)C)c(C#N)c1-c1ccccc1,6%,7%,-3%,-2%,-7%,5%,3%,-3%
Cc1cc(Nc2ccc(C(C)C)cc2)nc(-n2nc(C)cc2C)n1,-7%,nt,-11%,0%,12%,nt,nt,nt
Cc1nc(/C=C\C(=O)O)c2cc(C)oc2n1,-7%,nt,-6%,0%,5%,1%,?,1%
O=S(=O)(/C=C/c1ccccc1)N1CCN(c2nc(-c3cccnc3)nc3ccccc23)CC1,-5%,2%,-3%,5%,0%,43%[activator],?,-13%
COC(=O)CN(c1ccc(C)cc1)S(=O)(=O)c1c(C)[nH]c(=O)[nH]c1=O,-6%,nt,-4%,1%,-4%,-6%,?,7%
S=C(NC1CCCC1)NC1CCCC1,-7%,1%,-10%,0%,1%,4%,5%,i
Cc1[nH]cc(Br)c(=O)c1Oc1ncc(C(F)(F)F)cc1Cl,-2%,19%,-2%,-1%,-4%,13%,4%,0%
Cc1ccc(S(=O)(=O)/N=C(/c2ccccc2)N(C)c2ccc(O)cc2)cc1,-7%,nt,-4%,-3%,-2%,4%,9%,2%
C#CCOCCOCCOCCNc1nc(N2CCOCC2)nc(N2CCN(C(=O)[C@H]([C@@H](C)CC)n3cc([C@@H](N)CC(C)C)nn3)CC2)n1,-3%,10%,0%,0%,-3%,1%,-2%,-12%
CCN(CC)c1cccc(O)c1,0%,nt,nt,1%,nt,13%,nt,-2%
CNC(=O)C1(C)C=CC2(CCCCC2)N1C(C)=O (centres undefined),1%,nt,8%,0%,-9%,1%,-4%,i
CC1CCN(c2c(NCC3CCC(C(=O)NCc4ccccc4)CC3)c(=O)c2=O)CC1 (centres undefined),8%,-14%,-11%,-3%,2%,3%,-7%,-1%
COc1ccccc1C(=O)Nc1ccc(S(=O)(=O)Nc2onc(C)c2C)cc1,-2%,4%,13%,-4%,8%,1%,-3%,-11%
COc1ccc(NC(=S)Nc2ccccc2)c(OC)c1,-4%,7%,-9%,0%,-5%,7%,-5%,-3%
Cc1cc2ccccc2n1-c1ccc(C(=O)N2CCCCC2)s1,1%,nt,?,1%,1%,nt,nt,nt
CN(C)c1ccc(C(=S)NCc2ccco2)cc1,-3%,?,10µM*,-6%,-15%,50%[activator],-13%,-2%
COc1cc2ncnc(NCc3ccc(C)o3)c2cc1OC,-2%,-10%,-11%,-6%,8%,31%[activator],-26%,15%
COc1cccc(N2CC(NC(=O)c3ccc(S(=O)(=O)N4CCCC4)cc3)CC2=O)c1 (centres undefined),0%,nt,4%,-1%,-16%,nt,nt,nt
Cc1cccc(-c2c3c(=O)n(C)c(=O)n(C)c3cn2-c2ccccc2O)c1,-2%,-9%,6%,5%,4%,4%,?,-2%
Cc1ccc(-c2cc(C(=O)N3CCN(S(=O)(=O)c4ccc(Br)cc4)CC3)[nH]n2)cc1C,4%,nt,?,-20%,-12%,nt,nt,nt
COc1ccccc1N(C)S(=O)(=O)c1ccc(C(=O)N2CCC(C(N)=O)CC2)cc1,-10%,nt,-9%,-2%,-5%,5%,3%,-12%
Cc1ccc(S(=O)(=O)/N=C(/c2ccccc2)N2CCOCC2)c(C)c1,-4%,-1%,-1%,1%,-2%,-1%,1%,i
S=c1[nH]nc(-c2n[nH]c3c2CCC3)n1/N=C/C=C/c1ccccc1,-12%,nt,nt,-1%,2%,4%,4%,9%
O=C(NCc1ccc(F)cc1)c1cc2n(n1)CCCN(Cc1ccc(F)cc1)C2=O,4%,nt,-2%,?,-6%,nt,nt,nt
c1ccc(Nc2nc(N3CCCCC3)nc(N3CCNCC3)n2)cc1,1%,3%,-10%,-5%,5%,-12%,2%,i
CCN(CC)CCn1c(SCC(=O)NCc2ccco2)nc2c(sc3ccccc32)c1=O,6%,-6%,-18%,-1%,-9%,5%,?,i
CC(NC(=O)C1CCCCC1)C(c1cccs1)N1CCOCC1 (centres undefined),-1%,nt,6%,-1%,-6%,-3%,-1%,-4%
Cn1cccc1Cc1nnc(SCC(=O)N2CCCC2)n1CCc1ccccc1,-3%,nt,-16%,-3%,6%,0%,-16%,-6%
Cc1ccc(-c2nn(-c3cc(N4CCNCC4)ccc3[N+](=O)[O-])c(=O)c3ccccc23)cc1,3%,-16%,?,1%,-2%,13%,19%,-20%
O=C(NCCc1ccccc1)C1CCC(CNS(=O)(=O)c2ccc(Cl)cc2)CC1 (centres undefined),4%,nt,-7%,-11%,-13%,nt,nt,nt
O=C(NCCSc1ccc(Cl)cc1)c1ccco1,-2%,nt,-15%,-9%,1%,7%,3%,i
CCOc1ccc(NC(=O)CSc2nnc3c(C)cc4ccccc4n23)cc1,-2%,nt,2%,0%,1%,nt,nt,nt
COc1cc(SC)ccc1C(=O)Nc1cc(C)ccn1,-10%,49%[activator],-15%,-3%,3%,11%,?,-1%

Later entries
SMILES,TRb-SRC2 inh,L3MBTL1 block,Tau fibril ThT,TexasRed fluor,Tau FP inhib,GoLoco inh red,JMJD2E inh,RECQ1 helicase
CCCN(CC1CC1)C(=O)CSc1ncnc2sccc12,2%,16%,0%,-2%,-3%,11%,-3%,i
COc1ccc(NC(=O)c2cncc(Br)c2)c(S(=O)(=O)N2CCOCC2)c1,-11%,8%,-5%,-3%,-3%,-2%,-3%,i
Cc1cc(C)cc(N2C(=O)CC(Sc3nnnn3-c3ccccc3)C2=O)c1 (centres undefined),5%,6%,?,-10%,-4%,-6%,-7%,-16%
CCOC(=O)c1c(C)nc(C)c(C(=O)OCC)c1-c1ccc(OC)cc1,3%&2%,3%&9%,-15%&0%,-3%&-1%,-3%&-1%,10%&4%,-1%&8%,-6%&-5%
O=C1CCC(=O)N1CN(C(=O)c1ccco1)c1ccccc1,-4%,5%,5%,-6%,-5%,1%,0%,-12%

An excerpt; rates above refer to the full screens.
